ALOX15 inhib = blocks human 15-lipoxygenase activity. purified 15hLO-1, xylenol orange hydroperoxide absorbance. Potency, µM (doses to about 57.1 µM), for inactives: at the top dose activity change, negative = inhibition, actives largely listed as inhibitors. 74,000 tested, 1.4% active. AID 887; further: potency means the concentration at half of the fitted maximal effect; on the % scale 0 is the no-effect control and ±100 the full control effect; nearly all actives have a fitted effect of over 55% in size
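Hydroperoxide formed from arachidonic acid (50 uM) by purified human 15hLO-1 (40 nM) oxidizes ferrous iron, and the ferric-xylenol orange complex is read at 573 versus 405 nm. Compounds were preincubated 15 min; reaction ran 6 min at room temperature.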
Caspase-1 inhib = blocks human caspase-1 allosterically or competitively; Caspase-1 enzyme, Ac-WEHD-AFC fluorogenic rate; Potency, µM (doses to about 57.5 µM), for the others: at the top dose activity change, negative = inhibition, actives largely listed as inhibitors; P29466; 75,000 tested, 0.03% active;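 further: potency means the concentration at half of the fitted maximal effect; plate controls were vehicle for no effect and no substrate for full effect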
HEK293 cAMP cs = counter-screen for TSHR agonists: cAMP increase in parental HEK293. parental HEK293 CNG cAMP sensor, membrane potential fluorescence. Potency, µM (highest dose often 57.1 µM), for the others: at the highest dose activation, hits mostly activators. 73,000 tested, 2.5% active. AID 938; further: potency means the concentration at half of the fitted maximal effect; % of control where 0% means no effect; nearly all actives have a fitted effect of over 55% in size
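Parental HEK 293 cells stably expressing a cAMP-gated CNG channel were loaded with membrane potential dye containing 100 uM RO 20-1724 for 60 min. Compound added for 30 min; depolarization read as fluorescence intensity at 590 nm.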
Tau filament bind = tau filament binding; Potency, µM (titrated, usually from 57.1 µM), inactives show at the highest dose activity change, negative = inhibition; recombinant tau filaments, thioflavin S fluorescence, 15 h; filaments grown with octadecylsulfate alongside compound; P10636; 71,000 tested, 2% active;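 further: potency means the concentration at half of the fitted maximal effect; on the % scale 0 is the no-effect control and ±100 the full control effect; actives lower thioflavin S fluorescence by blocking filaments or displacing dye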
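Recombinant tau protein (human, 1 uM final) plus 30 uM ODS in HEPES pH 7.4 with NaCl, DTT and thioflavine S. Compound present from the start; fluorescence at 510 nm after 15 h, 37 C.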
HADH2 inh = HADH2 (human) dehydrogenase inhibition. Q99714. recombinant HADH2, NADH fluorescence, beta-hydroxybutyryl-CoA. Potency, µM (top dose mostly 57.1 µM), for inactives: top-dose activity change, negative = inhibition, actives largely listed as inhibitors. 73,000 tested, 3.4% active. AID 886; further: potency means the concentration at half of the fitted maximal effect; on the % scale 0 is the no-effect control and ±100 the full control effect; nearly all actives have a fitted effect of over 60% in size; many of its hits are not listed in these tables
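His-tagged recombinant enzyme from E. coli, 20 nM, preincubated 15 min RT with compound; reaction started with 1 mM NAD+ and 90 uM beta-hydroxybutyryl-CoA in 100 mM Tris-HCl pH 9.0. NADH fluorescence (ex 360/em 450) read over 4 min; last-minus-first difference.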
USP2a inh = inhibitors of human ubiquitin-specific protease USP2a | 60,000 tested, 0.1% active | USP2a enzymatic assay, qHTS inhibition | Potency, µM (doses to about 38.3 µM), inactives show at the top dose activity change, negative = inhibition, most hits filed as inhibitors | O75604;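 further: potency means the concentration at half of the fitted maximal effect; nearly all actives have a fitted effect of over 60% in size; plate controls were DMSO for no effect and NEM full inhibition control for full effect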
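USP2 core (20 nM final) was preincubated with compound for 30 min at RT in 20 mM Tris-HCl pH 8.0, 2 mM CaCl2, 2 mM beta-mercaptoethanol; Ub-PLA2 (20 nM) plus NBD C6-HPC (20 uM) then added, fluorescence read after 2.5 h.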
Rhodamine autofl = compound autofluorescence in rhodamine spectral region; Rhodamine-region fluorescence, 547/598 nm, Tris buffer; stronger effect = higher value; max dye-equivalent concentration, M; 59,000 tested, 0.05% active; AID 594; in the data active means max dye-equivalent concentration above about 11 nM; inconclusive means between about 1.1 nM and that limit
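Compound fluorescence in 100 mM Tris, pH 8.0, read after 15 min at room temperature with 547 nm excitation and 598 nm emission. Output is dye-equivalent concentration from an on-plate rhodamine standard series.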
BRCT inh red = inhibitors of human BRCA1 BRCT-phosphoprotein interaction (red fluorophore). BRCT-phosphopeptide binding, red fluorescence polarization. Potency, µM (top dose mostly 76.9 µM), for the others: at the highest dose activity change, negative = inhibition, actives largely listed as inhibitors. 75,000 tested, 0.03% active; further: on the % scale 0 is the no-effect control and ±100 the full control effect
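Fluorescence polarization: 100 nM His-tagged BRCA1 BRCT with 100 nM TAMRA-labelled phospho-BACH1 decapeptide, phosphate buffer pH 7.3 with 150 mM NaCl, DTT, 0.01% Tween 20; 12 min RT. Binding inhibition seen as FP decrease.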
DNA Pol III inh = inhibitors of bacterial DNA polymerase III holoenzyme. 71,000 tested, 0.25% active. reconstituted DNA polymerase III holoenzyme replication, biochemical. AID 603. Potency, µM (series often up to 57.1 µM), inactives show at the top dose activity change, negative = inhibition; further: potency means the concentration at half of the fitted maximal effect; on the % scale 0 is the no-effect control and ±100 the full control effect
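Reconstituted *E. coli* holoenzyme (0.35 nM Pol III, 1 nM beta, 154 nM SSB, 2 nM primase) was preincubated with compound for 15 min at RT. Synthesis on 1.4 nM ssM13Gori ran 35 min, then was stopped with PicoGreen/EDTA and read as dsDNA fluorescence.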
Caspase-7 inhib = allosteric or competitive inhibitors of human caspase-7. 75,000 tested, 0.02% active. Potency, µM (top dose mostly 57.5 µM), without a hit: top-dose activity change, negative = inhibition, most hits filed as inhibitors. P55210. recombinant caspase-7, Ac-DEVD-AFC fluorescence rate. AID 889; active means well fitted inhibition curve with a large enough effect in the main read-out, with a control signal flat, not every such curve was filed as active; inconclusive means small, poorly fitted or top-dose-only effect, or a change in a side signal; further: potency means the concentration at half of the fitted maximal effect; % of control where 0% means no effect
BRCT inh green = blocks human BRCA1 BRCT binding to phosphopeptide, green readout; BRCA1 BRCT-phosphopeptide binding, green fluorescence polarization; Potency, µM (highest dose often 76.9 µM), for inactives: at the highest dose activity change, negative = inhibition, most hits filed as inhibitors; 75,000 tested, 0.05% active; AID 875;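 further: potency means the concentration at half of the fitted maximal effect; plate controls were peptide without protein for full effect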
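Fluorescence polarization: His-tagged BRCT (~35 kDa BRCA1 C-terminus, 250 nM) bound to 100 nM fluorescein-labeled phosphorylated 10-aa BACH1 peptide, pH 7.3 phosphate buffer with DTT and Tween 20. Compounds incubated 12 min at room temperature; inhibition read as lowered polarization.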
* = called active by the depositor; i = inactive; ? = inconclusive; . = no result given; [ ] = remark or other dose. Unless noted, the call rests on the fitted dose curve; in most records, active means well fitted curve in the direction sought with a large enough effect; inconclusive means small, poorly fitted or top-dose-only effect, or another doubt; inactive means no such curve, though single readings can be large; an effect the other way counts as inactive or inconclusive.

Values in the order – HADH2 inh	BRCT inh red	HEK293 cAMP cs	Caspase-7 inhib	BRCT inh green	USP2a inh	Rhodamine autofl	Caspase-1 inhib	ALOX15 inhib	DNA Pol III inh	Tau filament bind
CCOC(=O)N1CCN(CC(=O)c2ccc3c(c2)CCN3)CC1
  -4%	-0.9%	0%	-2%	-4.7%	17%	i	-1%	?	-7%	-12%
COc1ccc(-c2nnc(SCC(=O)Nc3ncc(C)s3)n2-c2ccccc2)cc1OC
  3%	0.6%	?	3%	-0.6%	.	i	0%	5%	-5%	68%
CCN(C(=O)Cc1c(C(=O)O)[nH]c2ccccc12)c1cc(OC)ccc1OC
  0%	-0.5%	1%	-1%	2.5%	0%	i	-2%	7%	-2%	-41%
COc1ccc(OC)c(NC(=O)CNC(=O)Cn2cnc3ccccc3c2=O)c1
  14%	-0.1%	9%	0%	0.0%	4%	i	-2%	4%	3%	-9%
CCn1cc(C2=NOC(C(=O)Nc3cc(OC)c(Cl)cc3OC)C2)c(C)n1 (stereo not drawn)
  1%	0.2%	?	-1%	-2.3%	.	.	-1%	4%	.	.
COc1ccc(C2C(C(C)=O)=C(O)C(=O)N2CCc2ccccc2)c(OC)c1 (stereo not drawn)
  -26%	-0.1%	-20%	-1%	-1.1%	1%	i	0%	7%	4%	-8%
CC(CCc1ccco1)NC(=O)Nc1cccc(F)c1 (stereo not drawn)
  12%	-1.5%	?	-6%	3.9%	151%[activator]	i	-2%	-17%	-6%	16%
COc1ccc(-n2cnc3cc(NCc4cccs4)ccc32)cc1
  -16%	-1.2%	?	-4%	-1.2%	.	.	-4%	36%[activator]	.	.
COc1ccc(-c2nc(N3CCOCC3)nc3nn4c(C)c(CCC(=O)O)c(C)nc4c23)cc1
  ?	0.3%	2%	-7%	1.1%	5%	i	-7%	-2%	-2%	8%
COc1ccc(-c2noc(CSc3nnc(Cc4ccccc4)n3-c3cccc(C)c3)n2)cc1OC
  10%	-1.4%	?	-3%	3.2%	3%	i	-3%	-9%	-5%	50%
Cc1cc(NC(=O)CSc2nc3ccccc3n2CC(=O)N2CCCCC2)no1
  10%	1.7%	13%	2%	-3.5%	-2%	i	1%	6%	-3%	-3%
CCn1c(CNC(=O)c2ccccc2)nc2ccccc21
  -8%	-0.6%	5%	1%	0.8%	4%	i	2%	2%	-4%	-2%
Cc1noc(C)c1CSc1cc(C)c2ccccc2n1
  -3%	1.7%	?	-3%	0.9%	-1%	i	-2%	-5%	5%	-6%
CCOC(=O)c1ccc(NC(=O)C2C3C=CC(C3)C2C(=O)O)cc1 (stereo not drawn)
  1%	-1.6%	-1%	-1%	-2.2%	-1%	.	-2%	3%	-10%	-9%
O=C(NCCN1CCOCC1)c1ccc(-c2ccccc2)cc1
  5%	-1.3%	9%	-2%	0.0%	9%	i	-2%	-1%	-9%	3%
CC1CCCN(C(C(=O)Nc2ccc3c(c2)OCCO3)c2ccccc2)C1 (stereo not drawn)
  3%	-0.3%	?	-1%	0.1%	2%	i	-1%	10%	-1%	25%
CCCCN(CC)S(=O)(=O)c1ccc2c(c1)CCCN2C(C)=O
  7%	1.7%	13%	0%	-1.1%	12%	i	-1%	0%	-6%	6%
O=S(=O)(Nc1ccc2c(c1)OCCO2)c1ccc(Br)s1
  20%	-1.7%	16%	0%	-0.6%	13%	i	-6%	-11%	-10%	-12%
COc1ccccc1CNc1nc2nc(C)c(Cl)c(=O)n2[nH]1
  4%	-1.3%	5%	-4%	-2.1%	-2%	i	1%	8%	-13%	22%
CN(Cc1cccc2ccccc12)Cc1cccc2ccccc12
  -8%[11.4 µM]	0.2%[15.4 µM]	17%[11.4 µM]	-1%[11.5 µM]	-1.7%[15.4 µM]	.	i	-2%[11.5 µM]	-6%[11.4 µM]	-13%[11.4 µM]	-6%[11.4 µM]
COc1ccc(-c2csc(Cc3nnc4n3CCCCC4)n2)cc1
  -6%	-0.4%	15%	7%	-1.5%	4%	i	3%	9%	-3%	-5%
CCN1CCN(CCNC(=O)c2cn(C(C)c3ccccc3F)nn2)CC1 (stereo not drawn)
  -4%	-1.8%	10%	-1%	-1.2%	-4%	i	1%	-1%	-2%	0%
O=[N+]([O-])c1nccn1C[C@H](O)CN1CCCCC1
  6%[11.4 µM]	0.7%[15.4 µM]	-4%[11.4 µM]	1%[11.5 µM]	-1.5%[15.4 µM]	.	i	1%[11.5 µM]	-1%[11.4 µM]	3%[11.4 µM]	6%[11.4 µM]
CCOP(=O)(c1c(F)c(F)c(F)c(F)c1F)C1(O)CCCCC1 (stereo not drawn)
  6%	1.2%	-1%	-1%	1.0%	-6%	i	-1%	10%	-4%	-9%
Cc1[nH]c(=O)c(C#N)c(C)c1Br
  2%	-1.6%	6%	0%	1.0%	-4%	i	0%	-2%	1%	-5%
COc1ccc(S(=O)(=O)N(C)CC(=O)Nc2ccccc2C(F)(F)F)cc1OC
  11%	-1.1%	8%	1%	-2.1%	7%	i	-3%	-13%	-1%	-2%
Cc1cc(C(C)(C)C)c(O)c(C)c1CC1=NCCN1
  12%	-0.3%	8%	0%	-1.2%[3.08 µM]	-10%	i	-1%	-2%	-4%	?
Cc1cc(C)n(-c2nc3ccccc3nc2N2CCOCC2)n1
  0%	-0.5%	11%	-5%	-1.0%	.	.	-2%	-2%	1%	-12%
COc1cccc(-c2nnc(N(C)C(=O)c3ccno3)s2)c1
  ?	-3.6%	11%	1%	-2.9%	0%	i	1%	-4%	-2%	4%
Oc1ccc(Br)cc1CN1CCCCCCC1
  11%[11.4 µM]	1.5%	?	0%	0.6%	-2%[7.66 µM]	.	-1%	-7%[11.4 µM]	-6%[11.4 µM]	-1%[11.4 µM]
COc1ccc2c(CCNC(=O)c3ccco3)c[nH]c2c1
  -2%	-1.5%	1%	-1%	-4.7%	2%	i	-3%	-16%	-1%	1%
COc1ccc(CCNC(=O)C2CCN(S(=O)(=O)N3CC(C)CC(C)C3)CC2)cc1OC (stereo not drawn)
  3%	-0.1%	?	1%	-0.7%	13%	i	1%	2%	-1%	3%
CC(C)(C)C1CCc2onc(C(=O)Nc3ccc(F)cc3F)c2C1 (stereo not drawn)
  6%	-1.7%	?	-1%	3.7%	5%	i	1%	-15%	-5%	2%
COC(=O)c1ccc(N2C(=O)CC(N(C)Cc3ccccc3)C2=O)cc1 (stereo not drawn)
  -2%	-0.1%	-1%	0%	0.1%	5%	.	-1%	7%	2%	6%
C[C@@H]1O[C@@H](O)[C@@H](O)[C@H](O)[C@H]1O
  -3%[11.4 µM]	0.3%[15.4 µM]	-2%[11.4 µM]	1%[11.5 µM]	-0.6%[15.4 µM]	.	i	-2%[11.5 µM]	-1%[11.4 µM]	1%[11.4 µM]	8%[11.4 µM]
COc1ccc(N2CCCn3c2nc2c3c(=O)n(CCc3ccccc3)c(=O)n2C)cc1
  8%	1.0%	-12%	4%	-1.5%	9%	i	0%	2%	2%	-12%
O=c1[nH]ncc2ccccc12
  -2%	-0.6%	8%	-1%	0.1%	.	.	-2%	-4%	-1%	-5%
O=C(CN1CCN(CC(=O)c2ccc(F)cc2)CC1)Nc1ccccc1Cl
  13%	-3.0%	?	-6%	-0.6%	37%[activator]	i	-8%	-12%	-3%	1%
CN(C)c1ccc(C2N(c3ccc(Cl)cc3)C(=O)C3CCCN32)cc1 (stereo not drawn)
  -4%	-1.2%	4%	-1%	-3.4%	.	.	-2%	4%	-8%	-8%
CC(Oc1ccccc1)C(=O)OCC(=O)NC(=O)NCc1ccco1 (stereo not drawn)
  2%	-0.1%	8%	0%	-1.7%	11%	i	-1%	-22%	2%	-7%
Cc1ccc(-c2noc(CN(C(=O)CCCN3C(=O)c4ccccc4C3=O)C(C)C)n2)cc1
  -1%	-0.1%	?	-3%	-6.4%	2%	i	-1%	-6%	0%	16µM*
CCOc1ccc(-c2nc(CSc3nncs3)cs2)cc1OC
  -7%	0.6%	7%	-1%	0.7%	18%	i	-3%	-3%	-1%	0%
CN1C(=O)/C(=C2/C=Cc3ccccc3N2CCCS(=O)(=O)O)SC1=S
  -20%	-1.5%	-5%	-2%	2.6%	-25%	i	-3%	5%	-18%	-27%
CN(C)C(=O)c1ccc(NC(=O)c2cccnc2)cc1
  -3%	0.2%	0%	0%	-3.4%	2%	i	1%	0%	-2%	5%
Cc1cc(=O)cc(C)n1-c1ccccc1N1CCOCC1
  ?	-6.2%	-10%	-26%	-2.4%	22%	i	-9%	?	-12%	7.9µM*
O=c1[nH]c(NCc2ccco2)nnc1Cc1ccccc1Cl
  9%	-1.9%	16%	-2%	-6.9%	-1%	i	1%	11%	-3%	0%

Not all compounds are listed (hit frequency here may not be typical).
